Screening data: PubChem BioAssay, National Center for Advancing Translational Sciences (NCATS)
AmpC inh detg: AmpC beta-lactamase inhibition with detergent present; P00811; AmpC hydrolysis of nitrocefin, absorbance 480 nm, 0.01% Triton; Potency, µM (doses to about 114 µM), for inactives: at the highest dose activity change, negative = inhibition, hits mostly inhibitors; hit rate 0.041% among 370,000;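 also: potency is read from the fitted curve at half-maximal effect; 0% = no-compound wells and -100% = no-enzyme wells; nearly all actives have a fitted effect of over 25% in size; some results filed as inactive show a strong effect at the top dose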
Target sequence (P00811 whole entry, looked up): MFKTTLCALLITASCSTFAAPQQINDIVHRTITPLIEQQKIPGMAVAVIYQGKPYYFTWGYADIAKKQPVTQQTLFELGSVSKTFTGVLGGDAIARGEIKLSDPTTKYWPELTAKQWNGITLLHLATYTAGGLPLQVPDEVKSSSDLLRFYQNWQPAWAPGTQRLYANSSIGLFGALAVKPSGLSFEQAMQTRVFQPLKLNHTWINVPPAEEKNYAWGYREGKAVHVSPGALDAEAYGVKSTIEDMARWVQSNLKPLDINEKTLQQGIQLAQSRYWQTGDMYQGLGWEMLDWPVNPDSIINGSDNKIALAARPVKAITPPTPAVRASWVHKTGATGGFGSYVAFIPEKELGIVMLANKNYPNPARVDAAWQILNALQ
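20 mM phosphate pH 7.0 + 0.01% (detergent screen) or 0.0001% Triton X-100; 5.3 nM AmpC reagent; cpd preinc 15 min RT; nitrocefin (800 uM stock) to start; A480 q20 s × 4 min; Activity was normalised to no-enzyme and no-compound control wells.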
TbPYK inhibitor: inhibitors of Trypanosoma brucei pyruvate kinase. Q57TT1. TbPYK enzyme, Kinase-Glo Plus ATP luminescence, 45 min. Potency, µM (doses to about 76.8 µM), inactives show top-dose activity, negative = inhibition, hits mostly inhibitors. hit rate 0.12% among 410,000; also: potency is read from the fitted curve at half-maximal effect; nearly all actives have a fitted effect of over 50% in size
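T. brucei PYK with substrate was exposed to pin-transferred compounds across a concentration series, then started with 130 uM ADP (final). After 45 min at room temperature, Kinase-Glo Plus luminescence was read, normalized and curve-fitted.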
Sm TGR inh: S. mansoni TGR enzyme inhibition; hit rate 3% among 360,000; Potency, µM (top dose mostly 114 µM), without a hit: at the highest dose activity change, negative = inhibition, most hits filed as inhibitors; purified TGR, DTNB reduction, TNB absorbance 405 nm; Q962Y6; also: potency is read from the fitted curve at half-maximal effect; nearly all actives have a fitted effect of over 60% in size
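TGR 20 nM + NADPH 100 uM (dispensed conc.), cpd preinc 15 min RT; start with NADPH (500 uM addition) then DTNB (15 mM addition). Kinetic TNB absorbance, 405 nm filter. Four-parameter Hill fit across titration.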
HCMV antiviral: inhibitors of human cytomegalovirus; hit rate 4.5% among 410,000; AID 1259415; activity change, negative = inhibition, % at 57.5 µM; HFF cells, HCMV-luciferase reporter, 72 h; stronger effect = lower value; in the data active = activity change below about -60%; inconclusive = no clear call, values can overlap the other calls; inactive = above about -39%
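Human foreskin fibroblasts infected with luciferase-reporter HCMV at MOI 1 PFU/cell, compounds at two doses. Luciferase measured 72 h post infection; normalized to buffer-only basal and Salinomycin (10uM) controls.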
AMA1-RON2 inh: disrupts binding of P. falciparum AMA1 to RON2. AlphaScreen AMA1-biotinylated RON2 peptide binding. Potency, µM (top dose mostly 58.2 µM), inactives show at the top dose activity change, negative = inhibition, usual class: inhibitors. hit rate 0.2% among 360,000. AID 720542;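 also: potency is read from the fitted curve at half-maximal effect; 0% = vehicle wells and -100% = peptide control; nearly all actives have a fitted effect of over 45% in size; some results filed as inactive show a strong effect at the top dose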
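AMA1 (3D7) with his tag at 25 nM final met compounds first, then biotinylated RON2 peptide at 25 nM; detection used donor plus acceptor beads, 10 µg/mL apiece, read by AlphaScreen after 30 min at room temperature.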
LmPK inhibitor: blocks Leishmania mexicana pyruvate kinase activity. hit rate 0.37% among 290,000. purified LmPK, Kinase-Glo ATP luminescence, 1 h. Potency, µM (doses to about 57.5 µM), for the others: at the highest dose activity change, negative = inhibition, actives largely listed as inhibitors; also: potency is read from the fitted curve at half-maximal effect
Target sequence (Q27686 whole entry, looked up): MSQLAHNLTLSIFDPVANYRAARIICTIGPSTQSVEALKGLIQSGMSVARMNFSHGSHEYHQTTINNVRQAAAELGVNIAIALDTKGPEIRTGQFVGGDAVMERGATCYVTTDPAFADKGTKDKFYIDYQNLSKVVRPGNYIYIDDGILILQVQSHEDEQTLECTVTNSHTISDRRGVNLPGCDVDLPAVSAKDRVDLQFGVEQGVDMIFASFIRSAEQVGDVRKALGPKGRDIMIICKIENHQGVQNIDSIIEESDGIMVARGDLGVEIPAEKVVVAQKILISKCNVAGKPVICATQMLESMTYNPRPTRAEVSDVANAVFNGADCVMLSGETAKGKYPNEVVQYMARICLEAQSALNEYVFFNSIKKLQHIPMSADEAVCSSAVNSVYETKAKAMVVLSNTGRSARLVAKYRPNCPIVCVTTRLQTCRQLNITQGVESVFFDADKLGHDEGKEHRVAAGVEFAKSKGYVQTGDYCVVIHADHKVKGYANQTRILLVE
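0.1 nM LmPK, 0.5 mM PEP, 0.1 mM ADP; 50 mM imidazole pH 7.2, 7 mM MgCl2, 50 mM KCl; 1 h RT. Kinase-Glo luminescence readout, normalized to no-enzyme (full inhibition) and uninhibited wells.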
AmpC inh no detg: blocks E. coli AmpC beta-lactamase in detergent-free assay | P00811 | AmpC nitrocefin hydrolysis, absorbance 480 nm, 0.0001% Triton | Potency, µM (doses to about 57.1 µM), for inactives: at the highest dose activity change, negative = inhibition, usual class: inhibitors | hit rate 0.52% among 330,000;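 also: potency is read from the fitted curve at half-maximal effect; plate controls were no compound for no effect and no enzyme for full effect; nearly all actives have a fitted effect of over 20% in size; some results filed as inactive show a strong effect at the top dose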
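AmpC (5.3 nM in the dispensed reagent) in 20 mM phosphate pH 7.0 with 0.01% (detergent screen) or 0.0001% Triton X-100 was preincubated with compounds for 15 min at room temperature. Nitrocefin was then added from an 800 uM solution, and hydrolysis was followed at 480 nm.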
An asterisk follows results filed as active; ? = inconclusive; . = no result given; & = joins results of further samples; [ ] = another dose, or the depositor's remark. Unless noted, calls follow the shape of the dose curve; as a rule, active = well fitted curve in the direction sought with a large enough effect; inconclusive = small, poorly fitted or top-dose-only effect, or another doubt; inactive = no such curve, though single readings can be large; an effect the other way counts as inactive or inconclusive. Unless noted, % is scaled to controls: 0 for no effect and ±100 for the full control effect.

SMILES	AmpC inh detg	TbPYK inhibitor	Sm TGR inh	HCMV antiviral	AMA1-RON2 inh	LmPK inhibitor	AmpC inh no detg
COc1ccc(S(=O)(=O)Nc2cc(C)ccn2)cc1	-6%	1%	-2%	-8	7%	8%	-14%
COc1cc(/C=C/C(=O)OCC(=O)N2CCCC2)cc(OC)c1OC	-8%	0%	0%	0	0%	.	-12%
O=C(c1ccco1)N1CCN(C(=O)c2cc3c(s2)-c2ccccc2OC3)CC1	?	-19%	25µM*	-4	26%	0%	70%[activator]
O=C(CCn1c(=O)oc2ccccc21)NCCN1CCOCC1	7%	5%	3%	53	2%	10%	-9%
COCC1CCN(Cc2cn[nH]c2-c2ccc(OC)cc2F)C1 (centres undefined)	-1%	-3%	7%[57.1 µM]	-19	3%	4%	129%[activator]
CC1CCCCC1NC(=O)CCNC(=O)N1CC(=O)Nc2ccccc21 (centres undefined)	-4%	4%	-17%	-18	-3%	-3%	0%
O=C(Nc1ccccc1C(=O)N/N=C/c1ccco1)c1ccccc1	-5%	-9%	-7%	-31	11%	?	-50%
COC(=O)c1sc(SC)c(S(=O)(=O)C(C)C)c1N/N=C(\C#N)C(=O)c1ccccc1	14%	7%	0%	-11	-24%	1%	-32%
CCOC(=O)C1CCCN(c2cc(=O)n(C3CCCCC3)c(=O)[nH]2)C1 (centres undefined)	8%	0%	3%	4	3%	12%[11.5 µM]	-16%
OC(Cc1cccc(Br)c1)c1ncc(-c2cccc(C(F)(F)F)c2)[nH]1 (centres undefined)	.	0%	.	-23	-4%	.	.
O=C(Nc1ccnc(-c2ccncc2)n1)c1ccc(F)cc1	-13%	1%	0%	85	-4%	2%	-7%
COc1ccc(OCCCCN2CCC(C)CC2)cc1	-7%	1%	1%	?	-16%	0%	-19%
COC(=O)c1cc(OC)c(OC)cc1NC(=O)C(C)c1ccc([N+](=O)[O-])cc1 (centres undefined)	-11%	1%	4%	86	-20%	5%	151%[activator]
CCCc1cc2c(=O)n(NC(=O)c3nn(C)cc3[N+](=O)[O-])c(C)nc2s1	?	-15%	2%	-28	-8%[11.6 µM]	-6%	-20%
S=c1[nH]nc(-c2ccccc2)n1CC1CCCO1 (centres undefined)	1%	?	1%	16	32%[activator]	-11%	.
O=C(COC(=O)c1ccccc1NC(=O)c1ccco1)NC1CCCCC1	-9%	-13%	1%	0	-5%	5%	-26%
CN(C)c1nc(SCCOC(=O)c2ccccc2)nc(N(C)C)n1	-13%	-11%	-1%	-19	?	4%	37%
CC(=O)CCc1oc2ccc(C)cc2c1Cc1ccccc1	3%	4%	?	99	-1%	6%	-17%
Cc1ccc(S(=O)(=O)c2nc(S(C)(=O)=O)sc2N(C)C)cc1	7%	-9%	25µM*	-24	-5%	-1%	-8%
CC(C)c1ccc(NC(=O)NCc2cccnc2)cc1	3%	-3%	4%	-8	-14%	-6%	-4%
O=C(c1n[nH]c(=O)c2ccccc12)N1CCN(S(=O)(=O)c2ccccc2Cl)CC1	-28%	-8%	-10%	36	2%	.	-24%
COc1ccc(OCCn2nnc(-c3ccc(Cl)cc3)n2)cc1	1%	-6%	-8%	-23	-3%[2.32 µM]	-1%	-20%
COc1ccc(CNS(=O)(=O)CCNCc2ccccc2OC)cc1	.	-5%	.	-12	6%	.	.
CN(C)c1ccc(/C=N/NC(=O)c2cnc3ccccc3c2)cc1	-7%	-10%	4%	?	18%	-4%	-27%
O=C(c1nc2ccccn2c1CNCCCn1cccn1)N1CCCC1	3%	-11%	-13%	5	12%	6%	6%

Some values from above:
Sm TGR inh result of O=C(Nc1ccccc1C(=O)N/N=C/c1ccco1)c1ccccc1 : -7%
TbPYK inhibitor result of COC(=O)c1sc(SC)c(S(=O)(=O)C(C)C)c1N/N=C(\C#N)C(=O)c1ccccc1 : 7%

Continuation:
SMILES	AmpC inh detg	TbPYK inhibitor	Sm TGR inh	HCMV antiviral	AMA1-RON2 inh	LmPK inhibitor	AmpC inh no detg
CCc1ccc(NC(=O)C(=O)NCC(c2cccnc2)N2CCN(c3ccc(F)cc3)CC2)cc1 (centres undefined)	-3%	-3%	-17%	-13	.	.	.
CC(C)NC(=O)C1CC=CCC1C(=O)O (centres undefined)	-3%	-3%	-9%	-26	-3%	4%	-8%
O=C(c1cccc(-c2ccc(O)cc2)c1)N1CCN(c2ccc(F)cc2)CC1	5%	2%	7%	-40	-1%	1%	-31%
COc1ccc(-n2c(O)c(/C(C)=N/N3CCCCCC3)c(=O)[nH]c2=O)cc1	2%	-1%	-9%	?	7%	5%	1%
Cc1ccc(O)c(C(=O)c2cc(C#N)c(=O)n(CC3CCCO3)c2)c1 (centres undefined)	-15%	-1%	-11%	-19	-9%	1%	-19%
CCN(CC)S(=O)(=O)c1cc(NC(=O)C2CSC3(C)CCC(=O)N23)ccc1C (centres undefined)	-5%	10%	2%	-12	9%	.	-8%
NS(=O)(=O)c1ccc(CCNC(=O)c2ccc(Cn3c(=O)[nH]c4ccccc4c3=O)cc2)cc1	3%	8%	6%	?	12%	3%	-21%
NC(=O)C[C@@H]1NC(=O)c2cc([N+](=O)[O-])cc(F)c2NCCCC[C@@H](C(N)=O)NC(=O)[C@H](CO)NC1=O	0%	.	0%	-10	.	11%	21%
CCn1c(SCc2ccccc2C)nc(=O)c2c(C(=O)OC)cc(C3CC3)nc21	0%	4%	0%	-6	.	.	.
CCCCn1nnnc1C1(C)CCC(=O)N1CCCn1ccnc1 (centres undefined)	.	?	.	?	?	.	.
Cc1ccc(S(=O)(=O)N2CCCCC2)cc1C(=O)Nc1ccc(S(=O)(=O)Nc2ncccn2)cc1	0%	0%	7%	-1	-26%	5%	-29%
O=C(NNC(=O)c1ccc(F)c(S(=O)(=O)N2CCOCC2)c1)c1ccc([N+](=O)[O-])cc1	7%	-8%	3%	21	40%[activator]	.	-8%
Clc1ccccc1-c1ncc2ccccn12	?	3%	-2%	22	-6%	-12%	-7%
Cc1ccc(CNC(=O)c2ccc3oc(=O)n(Cc4ccccc4)c3c2)cc1	-4%	-4%	-2%	1	.	.	.
Cc1ccc(CNC(=O)c2cn(C)c3ccc(S(=O)(=O)N4CCOCC4)cc3c2=O)cc1	-10%&2%	3%&-2%	-1%&5%	-22&10	-1%	-11%	-4%
CCn1nnnc1SCC(=O)Nc1ccc(OC)cc1	?	0%	5%	32	14%	-10%	5%
CCOc1ccc(S(=O)(=O)NCCCn2ccnc2)cc1	2%	2%	-5%	24	0%	-1%	117%[activator]
NC(=O)Cn1c(=O)n(CCCC(=O)NC2CCN(Cc3ccccc3)CC2)c(=O)c2ccccc21	?	4%	-2%	-3	7%	-2%	-18%
Cc1noc(C)c1NC(=O)Nc1cccc2c1O[C@@H](CN(C)C(=O)Nc1ccc3c(c1)OCO3)[C@@H](C)CN([C@H](C)CO)C2=O	.	-4%	.	99	-7%	.	75%[activator]
Cc1ccc(OC2CCN(C(=O)C3CCC(=O)N(C4CC4)C3)CC2)cc1 (centres undefined)	?	-3%	5%	-15	9%	-1%	91%[activator]
Cc1nn(Cc2ccccc2Cl)c(C)c1C(=O)OCC(=O)NC1CCS(=O)(=O)C1 (centres undefined)	-4%	-12%	-2%	-12	-4%[2.32 µM]	0%	4%
COc1ccc(C=O)cc1COc1ccc(Cl)cc1[N+](=O)[O-]	-2%	-5%	-19%	-21	-13%	4%	-2%
CCOC(=O)c1ccc(NC(=O)c2nccnc2C(=O)O)cc1	-9%	-3%	6%	-75*	-3%	8%	-15%
CC(C)Nc1nnc(SC(C)C(=O)Nc2ccc(Cl)cn2)s1 (centres undefined)	2%	2%	-16%	-15	51%[activator]	4%	-30%
CC1COc2ccccc2N1S(=O)(=O)c1ccc(Cl)cc1 (centres undefined)	-11%	2%	0%	-6	7%	-6%	-22%

Pulled by structure from the entries so far, 3 records:
SMILES	AmpC inh detg	TbPYK inhibitor	Sm TGR inh	HCMV antiviral	AMA1-RON2 inh	LmPK inhibitor	AmpC inh no detg
CC(C)Nc1nnc(SC(C)C(=O)Nc2ccc(Cl)cn2)s1 (centres undefined)	2%	2%	-16%	-15	51%[activator]	4%	-30%
Cc1nn(Cc2ccccc2Cl)c(C)c1C(=O)OCC(=O)NC1CCS(=O)(=O)C1 (centres undefined)	-4%	-12%	-2%	-12	-4%[2.32 µM]	0%	4%
Cc1ccc(OC2CCN(C(=O)C3CCC(=O)N(C4CC4)C3)CC2)cc1 (centres undefined)	?	-3%	5%	-15	9%	-1%	91%[activator]

Continued:
SMILES	AmpC inh detg	TbPYK inhibitor	Sm TGR inh	HCMV antiviral	AMA1-RON2 inh	LmPK inhibitor	AmpC inh no detg
C=CCOc1ccc(CN(C)C(=O)c2ccc(CNS(=O)(=O)c3ccc(C)c(C)c3)cc2)cc1	8%	7%	22%	?	-2%	.	0%
CCCS(=O)(=O)NC(=O)C1(C)CCN(C(=O)c2ccccc2OC)C1 (centres undefined)	.	-11%	.	22	11%	.	.
Cc1nnc(SCC(=O)Nc2c(Cl)cccc2Cl)n(N)c1=O	-11%	-2%	0%	6	14%	.	-16%
CN(C)C(CNC(=O)c1ccc(Cl)c(S(=O)(=O)N2CCCCCC2)c1)c1ccccc1 (centres undefined)	-1%	-4%	-3%	-22	-7%	.	121%[activator]
COc1cc(OC)cc(-c2cc3nc(C)c(CCC(=O)Nc4nc(C)cs4)c(C)n3n2)c1	-7%	0%	-18%	58	3%	-3%	-5%
Cc1cc(C(=O)COC(=O)[C@H](C)NC(=O)c2ccco2)c(C)n1Cc1ccco1	-15%	-20%	-13%	5	-25%	-2%	-8%
Cc1cc(C)cc(C(=O)NCCc2csc(-c3ccc(C(F)(F)F)cc3)n2)c1	18%	6%	11%	18	.	.	.
CCCCCNC(=O)CCc1ccccc1	-8%	4%	-18%	-11	-2%	1%	-9%
COc1ccc(NC(=O)Nc2ccc3c(c2)OCO3)c(C)c1	2%	1%	-7%	-19	1%	-5%	2%
O=C(NC(N1CCOCC1)C(Cl)(Cl)Cl)c1ccccc1Cl (centres undefined)	?	-1%	20µM*	1	-10%	0%	-10%
O=C(O)c1c2c(nc3ccccc13)/C(=C/c1c(F)cccc1F)CCC2	-2%	-4%	-8%	-15	3%	4%	-11%
CCN(CC)CCCNc1nc2ccccc2[nH]1	?	2%	-2%	-21	-5%	2%	4%
CC(C)(C)NC(=O)CSc1ncnc2c1cnn2-c1ccccc1	0%	9%	4%	?	-3%	-4%	-8%
CC(=O)c1c(C)[nH]c(C(=O)OCc2nnc(-c3ccccc3)o2)c1C	-12%	-1%	-4%	-4	-19%	7%	47%
